# CHT block: inhibitors of human choline transporter CHT; CHT-expressing cells, membrane potential dye, choline response; active compounds read low; B-score at 10 µM; 310,000 tested, 0.86% active; AID 488975, 2010;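 active = B-score over 3 SD under the library average, and starting fluorescence ratio not unusually high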;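 also: choline stimulus applied at its EC90 after an EC20 pre-addition; B-score computed on integrated fluorescence ratio after choline addition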
# Target sequence (Q9GZV3 whole entry, looked up): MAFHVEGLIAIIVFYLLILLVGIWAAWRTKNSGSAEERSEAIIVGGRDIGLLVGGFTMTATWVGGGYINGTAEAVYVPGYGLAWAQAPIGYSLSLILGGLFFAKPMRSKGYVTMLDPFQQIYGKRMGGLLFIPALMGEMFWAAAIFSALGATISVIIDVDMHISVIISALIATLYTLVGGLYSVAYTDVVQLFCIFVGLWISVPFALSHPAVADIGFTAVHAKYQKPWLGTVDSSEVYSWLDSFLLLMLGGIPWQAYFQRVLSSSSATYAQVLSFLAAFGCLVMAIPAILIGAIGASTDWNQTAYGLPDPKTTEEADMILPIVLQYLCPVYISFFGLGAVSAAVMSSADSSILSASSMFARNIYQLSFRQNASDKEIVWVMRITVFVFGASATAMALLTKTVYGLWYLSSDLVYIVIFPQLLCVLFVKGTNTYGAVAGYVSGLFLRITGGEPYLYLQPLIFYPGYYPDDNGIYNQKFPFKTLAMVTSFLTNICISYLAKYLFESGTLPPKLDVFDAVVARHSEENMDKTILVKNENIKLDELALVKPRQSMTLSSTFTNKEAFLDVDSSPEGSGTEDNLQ
# Kir21 inh: inhibitors of mouse Kir2.1 inward-rectifier potassium channel | Inward rectifier potassium channel 2 (Mus musculus), P35561 | HEK293-Kir2.1, FluxOR thallium flux fluorescence; active compounds read low | B-score at 10 µM | 310,000 tested, 0.85% active | AID 1672, 2009;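 active = fluorescence ratio B-score at or below minus 3 SD of library scores, with starting-brightness B-score within 2 SD, cut at about -4.2 in these data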;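 also: channel flux triggered by added potassium and thallium sulfate stimulus; B-score of peak minus minimum fluorescence over baseline after thallium stimulus; more negative B-score means stronger Kir2.1 block with less thallium influx; some compounds called inactive have numbers as strong as hits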
# Target sequence (P35561 whole entry, looked up): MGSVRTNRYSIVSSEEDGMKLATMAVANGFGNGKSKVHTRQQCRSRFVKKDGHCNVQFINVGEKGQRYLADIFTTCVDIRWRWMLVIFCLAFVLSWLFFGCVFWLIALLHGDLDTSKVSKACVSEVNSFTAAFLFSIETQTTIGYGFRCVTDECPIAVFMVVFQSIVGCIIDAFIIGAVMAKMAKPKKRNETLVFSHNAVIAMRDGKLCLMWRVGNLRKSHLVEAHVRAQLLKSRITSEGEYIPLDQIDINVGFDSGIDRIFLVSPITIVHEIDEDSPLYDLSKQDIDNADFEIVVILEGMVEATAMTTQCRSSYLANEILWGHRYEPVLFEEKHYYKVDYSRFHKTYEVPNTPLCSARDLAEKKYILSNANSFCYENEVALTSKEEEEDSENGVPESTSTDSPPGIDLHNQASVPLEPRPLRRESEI
# An asterisk follows results filed as active; i = inactive; nt = not tested or not shown.
# A first look, 2 compounds:
mol	CHT block	Kir21 inh
Nc1ccc2c(c1)C(=O)C(=O)c1ccccc1-2	i	0.08
COC(=O)Cc1ccc(NC(=S)NCCCN2CCOCC2)cc1	-6.8*	0.8

# All compounds of this part (from the top)
mol	CHT block	Kir21 inh
Nc1ccc2c(c1)C(=O)C(=O)c1ccccc1-2	i	0.08
COC(=O)Cc1ccc(NC(=S)NCCCN2CCOCC2)cc1	-6.8*	0.8
COc1ccc(C(=O)Nc2c(N)nc(SCC(=O)N3CCC(C)CC3)[nH]c2=O)cc1	i	0.01
CC1CCN(c2nnc(NC(=O)Cn3c(=O)oc4ccccc43)s2)CC1	i	1.9
COCCn1c(C)cc(C(=O)CN2C(=O)NC3(CCCCCCC3)C2=O)c1C	i	0
Cc1ccc(NC(=O)N(C2CCCCC2)C(C)c2cccnc2)cc1C (stereo unspecified)	i	-0.38
N#C/C(=C/c1ccc(N2CCOCC2)o1)C(=O)N1CCOCC1	i	-5.1
CCNc1nc(OCC)nc(N2CCC(Cc3ccccc3)CC2)n1	i	0.85
CCn1c(SCC(=O)Nc2ccc(F)cc2)nc2ccccc2c1=O	i	0.05
O=C(N/N=C/c1ccc([N+](=O)[O-])o1)c1sc2ccccc2c1Cl	i	-0.73
CC(=O)Oc1cc2oc(=O)cc(C)c2cc1Cl	i	2.6
COc1ccc(-n2c(=O)c3c(C)c(C)sc3n(Cc3cccc(F)c3)c2=O)c(OC)c1	i	1.6
O=C(NCc1ccccc1Cl)c1ccc2nc[nH]c2c1	i	-0.93
O=C(COC(=O)/C=C/c1ccc(OC(F)F)cc1)Nc1ccc(S(=O)(=O)N2CCCC2)cc1	i	-0.92
C/C(=N\NC(=O)c1nc2ccccn2c1C)c1cccc([N+](=O)[O-])c1	i	-0.94
CC1=Nc2cccc3cccc(c23)N1	i	-0.05
CCOc1ccccc1NC(=O)COC(=O)c1cc(C(=O)OC)cc([N+](=O)[O-])c1	i	-0.23
CCOc1ccc2[nH]c3nc(SCC(=O)NC4CCCC4)nnc3c2c1	i	1.6
COc1ccccc1NS(=O)(=O)c1cc([N+](=O)[O-])ccc1N/N=C/c1sc(N2CCOCC2)nc1-c1ccccc1	i	-1.1
O=C1/C(=C/c2ccncc2)CCC/C1=C\c1ccncc1	nt	-0.08
COC(=O)c1cccc(NC(N)=S)c1	i	-0.91
CC(C)(C)NC(=O)C(OC(=O)c1ccco1)c1ccc(Cl)cc1 (stereo unspecified)	i	-1.7
Cc1cc(C)c(OCC(O)CN2CCN(c3ccccn3)CC2)c(C)c1 (stereo unspecified)	i	0.64
COc1ccc(CCNC2CC(C)N(C)CC2C)cc1OC (stereo unspecified)	i	-1
O=C(c1ccco1)N1CCN(C(=O)c2oc(=O)c3ccccc3c2-c2ccccc2)CC1	i	-1.1
O=c1[nH]c(=O)n(Cc2ccco2)c2c1C(C(F)(F)F)(C(F)(F)F)N=C(c1ccco1)N2	i	nt
Cc1ccc(-c2n[nH]c(=O)c3ccccc23)cc1S(=O)(=O)NC(C)(C)C	i	0.3
CCOC(=O)C1=C(CS(=O)(=O)c2ccc(C)cc2)NC(=O)NC1c1cc(OC)c(O)c(OC)c1 (stereo unspecified)	i	-0.1
O=c1cc2c(nn1Cc1ccccc1)-c1ccccc1CC2	i	-0.33
CC(=O)Nc1ccc(N2CCN(Cc3ccccc3)CC2)cc1	i	0.69

# Four compounds drawn at random from the list so far, as already listed:
mol	CHT block	Kir21 inh
COC(=O)c1cccc(NC(N)=S)c1	i	-0.91
CC(=O)Nc1ccc(N2CCN(Cc3ccccc3)CC2)cc1	i	0.69
COc1ccc(CCNC2CC(C)N(C)CC2C)cc1OC (stereo unspecified)	i	-1
N#C/C(=C/c1ccc(N2CCOCC2)o1)C(=O)N1CCOCC1	i	-5.1

# Continued:
mol	CHT block	Kir21 inh
C=CCN(C)CC/C=C1\c2ccccc2CSc2ccccc21	i	-4
Cc1cc(NC(=O)Cn2cnc3c(cnn3C(C)(C)C)c2=O)no1	i	0.02
CCc1ccc(NC(=O)CN(c2ccc3c(c2)OCO3)S(=O)(=O)c2c(C)noc2C)cc1	i	-0.13
COC(=O)C1(C)NC(c2ccc(C)cc2)C2C(=O)N(c3ccc(F)cc3)C(=O)C21 (stereo unspecified)	i	-0.59
CCn1c(SC(C)C(=O)Nc2ccc(N3CCOCC3)cc2)nnc1-c1ccco1 (stereo unspecified)	i	-1.8
O=C(O)C1CCCCC1C(=O)NCCCc1ccccc1 (stereo unspecified)	i	-0.64
Cc1cc(C)cc(NC(=O)c2cccn2-c2ncc(C(F)(F)F)cc2Cl)c1	i	0.04
Cc1cc(OC(C)C(=O)NCCCN2CCCC2=O)c2c(C)c(C)c(=O)oc2c1 (stereo unspecified)	i	-0.75
Cc1ccc(S(=O)(=O)NC2c3cccc4cccc(c34)C2Sc2nncn2C)cc1 (stereo unspecified)	i	0.84
O=C(/C=C/c1ccc(Cl)cc1)NCCCn1ccnc1	i	0
CCN1C(=NCc2ccc(OC)cc2)N[C@@H](CCc2ccccc2)[C@H](C(=O)NCc2ccc(OC)cc2)[C@H]1C	i	-1.7
CC(C)c1ccc(NC(=S)N(C)CCc2ccccn2)cc1	i	-1
Cc1ccc(C(=O)N2CCN3C(=O)c4ccccc4C23c2ccccc2)cc1 (stereo unspecified)	i	0.02
CN(C)c1ccc(C(O)P(=O)(OC2CCCCC2)OC2CCCCC2)cc1 (stereo unspecified)	i	0.78
O=C(CN1CCC(NC(=O)Nc2ccccc2)CC1)Nc1ccc([N+](=O)[O-])cc1	i	-2.1
COc1ccc(NC(=O)CN2CCN(CC(=O)Nc3ccc(F)cc3)CC2)cc1Cl	i	-0.18
COC(=O)c1ccc(CN2C(=O)c3ccccc3S2(=O)=O)cc1	i	2.8
CCN1CCN(C(=O)c2cc(-c3cccnc3)nc3ccc(Br)cc23)CC1	i	-2
COC(=O)C1N[C@@H]([C@@H](NC(=O)COc2ccccc2)C(=O)Nc2ccc(OC)cc2)SC1(C)C (stereo partly specified)	i	-0.04
C=CCn1c(N)c(C(=O)Nc2ccc(C)cc2)sc1=S	i	-1.1
Cc1ccc(S(=O)(=O)N(CC(=O)Nc2ccc(Cl)c([N+](=O)[O-])c2)C2CCCCC2)cc1	i	1.3
Cn1c(=O)c([N+](=O)[O-])c(NCc2ccc3c(c2)OCO3)c2ccccc21	i	0.73
Cc1[nH]c(=O)[nH]c(=S)c1C(=O)Nc1ccc(Cl)c(Cl)c1	i	-0.92
Cn1c(=O)c2c(nc(SCCCC#N)n2Cc2c(F)cccc2Cl)n(C)c1=O	i	0.23
O=C(Nc1ccncc1)c1ccc(C(=O)Nc2ccncc2)cc1	i	2.3
CC(C)N(C(=O)Cc1ccccc1[N+](=O)[O-])C(C)C	i	-0.4
O=C(NCCc1ccccc1)c1cc(-c2ccc3c(c2)OCO3)on1	i	1.8
CN(C)c1nc2c(c(=O)[nH]c(=O)n2C)n1CCOc1ccccc1	i	0.01
O=C(O)c1cccc(Nc2nc(-c3cccnc3)nc3ccccc23)c1	i	-0.46
COc1cc(CN2CCNC(=O)C2CC(=O)NC2CCC2)cc(OC)c1 (stereo unspecified)	i	-1

# Next part.
molecule,CHT block,Kir21 inh
CC1CCc2sc(NC(=O)c3ccc(N4C(=O)CCC4=O)cc3)c(C(N)=O)c2C1 (stereo unspecified),i,0.5
Nc1c(S(=O)(=O)c2ccccc2)nnn1-c1ccccc1,i,0.2
O=C(NC1CCCC1)C1CCCN(C(=O)Nc2ccccc2)C1 (stereo unspecified),i,-0.66
Cc1cc(C)n2nc(Cc3ccccc3)nc2n1,i,-0.25
CN(C)c1nc(-c2cn(CCC#N)c3ccccc23)cs1,i,0.44
CCOC(=O)N1CCN(C2CC(=O)N(c3ccc(F)cc3)C2=O)CC1 (stereo unspecified),i,-2.4
O=C(N/N=C/c1c(F)cccc1Cl)C1CC1,i,-0.04
COc1ccc2cc3cc(C(=O)NC4CC4)sc3nc2c1,i,-0.03
Cc1ccc(S(=O)(=O)Nc2cc(C)on2)cc1,i,0.25
Cc1cc(Cl)nc(-c2ccccc2)n1,i,-1.6

# The list continues:
molecule,CHT block,Kir21 inh
Cn1c(=O)c([N+](=O)[O-])c(NCCc2ccccc2)c2ccccc21,i,1.6
OCC1(Cc2ccccc2)CCN(Cc2ccccn2)CC1,i,0.77
C/C(=N\N=C1/NC(=O)C(C)S1)c1ccco1 (stereo unspecified),i,-2.3
CCOc1ccc(-n2c(=O)c3ccccc3c3ccccc3c2=O)cc1,i,0.01
COc1cc([N+](=O)[O-])ccc1NC(=O)NNC(=O)CCc1ccccc1,i,-0.25
O=c1oc2ccccc2c(CNc2ccccc2)c1[N+](=O)[O-],i,0.27
COc1ccc(Br)cc1/C=N/NC(=O)CNC(=O)C1COc2ccccc2O1 (stereo unspecified),i,1
Cc1cc(=O)[nH]c2c(C)cc(S(=O)(=O)Nc3ccc(O)cc3)cc12,i,0.99
CCNc1cc(Cl)nc(SC)n1,-14*,0.94
OCCN1CCN(CC(O)COCCOc2ccc(Br)cc2)CC1 (stereo unspecified),i,0.26

# The list goes on.
molecule,CHT block,Kir21 inh
C=CCn1cccc(C(=O)Nc2ccc(C)cc2)c1=O,i,2.1
COc1cc(C)cc(CN2CCC(Cc3ccccc3)CC2)c1O,i,-7.1
CN(Cc1nccs1)C(=O)C1CCC(=O)N(Cc2ccccc2F)C1 (stereo unspecified),i,0.71
Cc1nc2ccccc2cc1C(=O)N/N=C/c1ccc([N+](=O)[O-])cc1,i,-0.67
Cc1nnc(C)n1/N=C/c1cccs1,i,-0.26
OCC1(CCCc2ccccc2)CCN(C2CCC2)CC1,i,0.2
CN(Cc1ccccc1)C(=O)C(=O)c1cn(CC(=O)N2CCCC2)c2ccccc12,i,-0.05
O=C(CSc1nnc(-c2ccc(Cl)cc2)n1Cc1ccco1)Nc1ccc2c(c1)OCCO2,i,1.6
Fc1ccccc1NC(=S)NCCc1ccccc1,i,-1.6
Cn1cc(/C=C/C(=O)c2ccccc2)c2ccccc21,i,-0.44

# Part of the list above in a different format:
# Values in the order – CHT block | Kir21 inh
O=c1cc2c(nn1Cc1ccccc1)-c1ccccc1CC2
    i | -0.33
CC(=O)Nc1ccc(N2CCN(Cc3ccccc3)CC2)cc1
    i | 0.69
C=CCN(C)CC/C=C1\c2ccccc2CSc2ccccc21
    i | -4
Cc1cc(NC(=O)Cn2cnc3c(cnn3C(C)(C)C)c2=O)no1
    i | 0.02
CCc1ccc(NC(=O)CN(c2ccc3c(c2)OCO3)S(=O)(=O)c2c(C)noc2C)cc1
    i | -0.13

# Remaining list, next part.
molecule,CHT block,Kir21 inh
O=C1C2C3C=CC(C4CC34)C2C(=O)N1Cc1ccccc1 (stereo unspecified),i,0.59
COc1cccc(CN(CC(=O)NCC2CCCO2)C(=O)CCC(=O)Nc2cc(C)on2)c1 (stereo unspecified),i,-0.54
COc1cc(/C=N/N(c2ccccc2)c2ccccc2)ccc1O,i,-1.7
CNC(=O)N(O)C1N(/N=C/c2ccc(C)cc2)C(=S)SC1(C)C (stereo unspecified),i,-0.62
Cn1c2c(c(=O)n(C)c1=O)C(c1ccccc1OC(F)F)C1=C(CCCC1=O)N2 (stereo unspecified),i,0.2
Cc1cc2c(c(SCC#N)n1)C(=O)OC2,i,1.1
O=C(CSc1ncn[nH]1)Nc1ccccc1-c1ccccc1,i,-2.5
COc1cccc(C2/C(=C(/O)c3ccc4c(c3)CC(C)O4)C(=O)C(=O)N2CC2CCCO2)c1 (stereo unspecified),i,0.28
Cc1cc(NS(=O)(=O)c2ccc(NC(=O)Nc3cccc(Cl)c3)cc2)no1,i,-0.61
COC(=O)c1nn(-c2ccc(OC)cc2)c(=O)cc1Oc1cccc(Cl)c1,i,-1.1

# (more compounds)
molecule,CHT block,Kir21 inh
C=CCCOc1ccccc1C(N)=O,i,-0.41
CC(O)(CS(=O)(=O)Cc1ccccc1Cl)C(=O)Nc1cccc(C(F)(F)F)c1 (stereo unspecified),i,-1.4
CCn1c(SCC(=O)NC2=NCCS2)nnc1C(C)NC(=O)c1ccccc1F (stereo unspecified),i,2.1
O=C(CSCc1ccccc1Br)Nc1ccccc1,i,-0.06
CN=c1scc(-c2ccccc2F)n1/N=C/c1ccc[nH]1,i,0.77
COc1ccc([N+](=O)[O-])cc1NC(=O)C(C)Sc1ccccc1 (stereo unspecified),i,-0.09
CC(C)(C)OC(=O)CC[C@@H](C(=O)N1CCN(C(=O)OC(C)(C)C)CC1)n1cc(C(Cc2ccc(O)cc2)NC(=O)OC(C)(C)C)nn1 (stereo partly specified),i,1.9
CN=Cc1sc2ccccc2c1O,i,0.83
COc1ccccc1NC(=O)CSc1nc2[nH]ncc2c(=O)[nH]1,i,1.7
COC(=O)c1cc(C(C)=O)n2ccccc12,i,0.32

# Further compounds.
molecule,CHT block,Kir21 inh
O=C(c1cc(-c2ccccc2Cl)nc2ccc(Br)cc12)N1CCN(c2ccccn2)CC1,i,0.65
CCCN(CCC)CC(=O)NCC1(c2ccccc2)CCOCC1,i,0.11
O=C1CCc2cc(NS(=O)(=O)c3ccc([N+](=O)[O-])cc3)cc3c2N1CCC3,i,-0.03
CC(C)CNC(=O)NC(=O)COC(=O)C1CSC2(c3ccc(F)cc3)CCC(=O)N12 (stereo unspecified),i,-0.09
COc1ccc2[nH]c(=O)c(CN(CCO)S(=O)(=O)c3ccc(C)cc3)cc2c1,i,0.03
O=C(CN1CCCCC1)Nc1ccc(NC(=O)c2ccc(Cl)cc2)cc1Cl,i,-2.9
C=CCn1c(CCSCc2ccccc2)n[nH]c1=S,i,-1.2

# Screening results: PubChem BioAssay, Johns Hopkins Ion Channel Center
